MEP2-GFP yeast – yeast TOR pathway MEP2-GFP modulation; S. cerevisiae MEP2-GFP strain, flow cytometry GFP, 3 h; 100% = DMSO control level; GFP response vs DMSO, % at 10 µM; actives 0.51% (n = 330,000); AID 2016;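 active = GFP response versus DMSO above a set limit, roughly screen mean plus 3 SD, cut at about 180% in these data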;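 note: median GFP fluorescence of the barcode-gated MEP2-GFP cells per well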
LAP4-GFP MLPCN – modulators of TOR pathway LAP4-GFP in S. cerevisiae; S. cerevisiae LAP4-GFP multiplex, flow cytometry GFP, 3 h; median GFP as percent of DMSO wells; GFP response vs DMSO, % at 10 µM; actives 0.34% (n = 320,000);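 active = GFP response vs DMSO above a set limit, about the screen mean plus 3 SD, cut at about 150% in these data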
EBNA-1 inhibitor – blocks EBNA-1 binding to DNA; EBNA-1 DNA binding, fluorescence polarization; inhibition, % at 14.8 µM; actives 0.34% (n = 300,000); AID 1950; in the data active = inhibition above about 28%
ZTA counter – ZTA (EBV) inhibition in EBNA-1 counter-screen | P03206 | ZTA-DNA binding, fluorescence polarization | inhibition, % at 11 µM | actives 0.15% (n = 320,000); in the data active = inhibition above about 33%
procasp3 activ – procaspase-3 (human) activation; activation, % at 8.5 µM; actives 0.11% (n = 330,000); recombinant procaspase-3 D3A, Ac-DEVD-pNA absorbance 405 nm; P42574;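 active = activation above the mean of all tested compounds plus 3 SD, cut at about 21% in these data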;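 note: 0% = DMSO alone and 100% = DMSO wells spiked with extra 5 µM PC-3 D3A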
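Technique: 405 nm absorbance of p-nitroaniline, reads at 0 and 120 min; Test system: Procaspase-3 D3A mutant; Incubation: 1 h enzyme-compound preincubation, then 2 h substrate reaction, 25 °C; Repeats: singlicate, each compound tested once; Benchmarks: low control DMSO wells, high control DMSO plus 5 µM PC-3 D3A.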
procasp7 counter – activates human procaspase-7, counter-screen for procaspase-3 activators; P55210; recombinant procaspase-7, Ac-DEVD-pNA absorbance 405 nm; D23A/D198A/D206A triple mutant, cannot self-cleave; scale: DMSO 0, 5 µM enzyme 100; activation, % at 8.5 µM; actives 0.093% (n = 330,000); AID 463210;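 active = percent activation above the screen-wide mean plus 3 SD, cut at about 25% in these data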
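Assay system – Uncleavable procaspase-7 mutant enzyme · Quantity – 2 µM procaspase-7 mutant as dispensed · Times – 1 h preincubation, 2 h reaction · Dosing – single nominal 8.5 µM compound dose, 0.8% DMSO final · Buffer or medium – Zinc-free 50 mM HEPES buffer, pH 7.4, with NaCl and Triton X-100 · Detection – Epi-absorbance of released pNA at 405 nm, two timepoints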
AHR activator – activators of human aryl hydrocarbon receptor; P35869; activation, % at 5 µM; actives 2.5% (n = 320,000); AHR-responsive luciferase reporter cells, luminescence; in the data active = activation above about 47%;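 note: 0% = vehicle wells and 100% = reference agonist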
RPL19A TOR yeast – yeast TOR pathway RPL19A-GFP modulation | S. cerevisiae RPL19A-GFP strain, flow cytometry, 3 h; hits give low values | percent response vs DMSO, % at 10 µM | actives 0.3% (n = 330,000);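 active = percent response vs DMSO below 50%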;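 note: median channel GFP fluorescence of the barcoded RPL19A-GFP strain; ratio of sample median GFP to plate DMSO average so 100% = DMSO; lower means less RPL19A-GFP as with rapamycin TOR inhibition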
An asterisk follows results filed as active; nt = no result given.

cpd	SMILES	MEP2-GFP yeast	LAP4-GFP MLPCN	EBNA-1 inhibitor	ZTA counter	procasp3 activ	procasp7 counter	AHR activator	RPL19A TOR yeast
1	N#Cc1c(NC(=O)CSc2nc(-c3ccco3)cc(C(F)(F)F)n2)sc2c1CCCC2	105	103	-4	5	-3	10	1	107
2	O=C(NCc1ccccc1)C1CCCN(S(=O)(=O)c2ccc(F)cc2)C1 (stereo not given)	95	71	8	13	7	1	3	102
3	CCCN1CCN(CCCNC(=O)c2ccc(CS(=O)c3ccccc3C)o2)CC1 (stereo not given)	102	107	2	0	4	9	2	103
4	CC1CN(C(=O)Nc2ccc(F)cc2F)CC(C)O1 (stereo not given)	109	73	14	11	8	10	4	113
5	CCOC(=O)CSc1nc(C)c(CC)c(C)c1C(N)=O	105	114	1	6	3	-3	2	98
6	Cc1csc(SC(C)C(=O)NCC(=O)Nc2ccc(F)c(F)c2F)n1 (stereo not given)	107	107	1	7	4	5	17	114
7	FC(F)(F)Oc1ccc(NC(=S)NCCCN2CCOCC2)cc1	101	112	12	4	-5	-12	-1	97
8	Cc1nn(-c2ccc(C(=O)NCC(c3ccco3)N3CCCC3)cc2)c(C)c1Cl (stereo not given)	105	98	nt	-17	5	12	-2	96
9	CCOc1ccc(NC(=O)CSc2n[nH]c(=O)n2-c2ccccc2)cc1	103	99	2	-15	-7	3	-2	104
10	CCN1CCN(c2cc(C)c3cc(NC(=S)N4CCCCC4)ccc3n2)CC1	92	105	-8	-11	3	-8	8	91
11	Cc1ccc(C)c(S(=O)(=O)NCCOc2nc(NC(C)C)nc(NC(C)C)n2)c1	103	100	21	3	7	6	3	99
12	CCOC(=O)N1CCC(Nc2nc3ccccc3nc2NS(=O)(=O)c2ccc(Cl)cc2)CC1	101	98	1	10	2	-3	14	100
13	CC(=O)N1CCC(N(CCN2CCOCC2)C(=S)Nc2ccc(C)cc2)CC1	97	96	-1	11	-5	-6	0	94
14	CCOC(=O)Nc1sc2c(c1C#N)CCC(C)C2 (stereo not given)	102	97	-14	4	7	9	37	100
15	CCc1cc2c(=O)c(-n3cnc4ccccc43)coc2cc1O	102	95	9	-4	7	9	41	93
16	Cc1ccc(C(=O)COc2ccccc2-c2ccccc2)cc1C	99	93	5	14	-10	-1	8	103
17	CCn1c(CNC(=O)Cc2ccc(OC)cc2)nnc1SCC(=O)NC1CCCCC1	98	91	-3	-7	15	-7	1	91
18	CCCN(CCC)C(=O)C1CC(=O)OC12CCCCC2 (stereo not given)	114	109	-14	-10	-3	2	-1	105
19	CC(=O)Oc1cccc(-c2nc3ccccc3c(=O)o2)c1	93	113	-6	2	1	5	0	96
20	CCN(CC(=O)Nc1cc(Cl)ccc1C)C(=O)CCS(=O)(=O)c1ccc(Cl)cc1	105	99	4	0	-4	10	-2	102
21	CCOC(=O)N1CCN(S(=O)(=O)c2ccc(OC)c(Cl)c2)CC1	90	97	-2	-10	-3	3	-1	91
22	C=CCOC(=O)C1=C(C)N=C2SCCC(=O)N2C1c1cccs1 (stereo not given)	101	101	8	0	1	-3	-3	103
23	COc1ccccc1NS(=O)(=O)c1ccc2nc(CCl)[nH]c2c1	99	102	10	6	-4	-6	2	98
24	COc1ccccc1COC(=O)N/C=C/c1ccco1	101	107	8	9	-1	2	0	95
25	O=C(Cc1ccc(F)cc1)Nc1c2c(nn1-c1cccc(Cl)c1)CS(=O)C2 (stereo not given)	100	113	7	10	-6	0	1	103

Whole records from above.
CCCN1CCN(CCCNC(=O)c2ccc(CS(=O)c3ccccc3C)o2)CC1 (stereo not given) in the list: MEP2-GFP yeast: 102; LAP4-GFP MLPCN: 107; EBNA-1 inhibitor: 2; ZTA counter: 0; procasp3 activ: 4; procasp7 counter: 9; AHR activator: 2; RPL19A TOR yeast: 103
CC(=O)N1CCC(N(CCN2CCOCC2)C(=S)Nc2ccc(C)cc2)CC1 in the list: MEP2-GFP yeast: 97; LAP4-GFP MLPCN: 96; EBNA-1 inhibitor: -1; ZTA counter: 11; procasp3 activ: -5; procasp7 counter: -6; AHR activator: 0; RPL19A TOR yeast: 94

Carrying on:
cpd	SMILES	MEP2-GFP yeast	LAP4-GFP MLPCN	EBNA-1 inhibitor	ZTA counter	procasp3 activ	procasp7 counter	AHR activator	RPL19A TOR yeast
26	COC(=O)c1cc(Br)c(=O)n(CCN2CCOCC2)c1	108	112	0	-6	0	11	-2	103
27	NC1=NC2(CCCC2)n2c(nc3ccccc32)N1	100	100	9	-1	8	-8	0	101
28	COc1ccc(NC(=O)Cn2c(C(C)C)nc(C)cc2=O)cc1Cl	119	119	-3	10	5	9	4	99
29	Cc1ccc(NC(=O)COC(=O)c2csc3c2CCC(C)C3)cc1S(=O)(=O)N1CCCCC1 (stereo not given)	93	119	6	1	4	14	-1	95
30	O=C(CCCOc1ccccc1)Nc1ccc(Br)cc1	102	106	-2	-5	-3	-5	2	100
31	N#Cc1ccccc1Sc1ccccc1C(=O)NCC(c1ccco1)N1CCCCC1 (stereo not given)	104	109	nt	4	7	8	1	106
32	O=C(/C=C/c1ccc2c(c1)OCO2)NCC1CCCO1 (stereo not given)	93	97	-2	8	1	2	16	101
33	O=C(c1ccco1)N1CCN(CC(=O)N2c3ccccc3CCc3ccccc32)CC1	104	98	-3	-5	-9	2	-1	95
34	O=[N+]([O-])c1ccc2c(c1)C=C1CCCCC1(N1CCCC1)O2 (stereo not given)	110	102	-3	-6	5	6	1	113
35	Cc1csc(Cn2c(CN(C)C)nc3ccccc3c2=O)n1	95	92	4	3	-1	-4	1	93
36	O=C(NC1CC1)C1=C[C@@H](C2CCCCC2)C[C@@H](OCc2ccc(CO)cc2)O1	105	102	-2	-3	4	2	1	99
37	CCOC(=O)C(NCc1ccc2c(c1)OCO2)(NC(=O)c1ccccc1)C(F)(F)F (stereo not given)	99	99	-3	-26	-1	3	9	92
38	NCC1CC2c3ccccc3C1c1ccccc12 (stereo not given)	101	94	-4	12	7	0	4	103
39	CNC(=S)N(Cc1ccc(OC)cc1)C1CC(=O)N(c2ccc(OC)cc2)C1=O (stereo not given)	94	91	-1	1	-10	-12	3	92
40	Cc1ccc(CNC(=O)CSc2ncn[nH]2)cc1	92	86	-2	8	1	3	-1	102
41	C[C@@H](C(=O)NCCc1c[nH]c2ccccc12)[C@@H]1C[C@@]1(C)[C@@H](NC(=O)OCc1ccccc1)c1ccccc1	93	134	-15	9	-2	-18	27	105
42	CCCN1CCc2c(sc(NC(=O)c3ccc(S(=O)(=O)N4CCN(C(=O)OCC)CC4)cc3)c2C(N)=O)C1	106	107	2	9	-7	-12	0	100
43	COc1cccc(-c2nc(CS(=O)(=O)CC(=O)NCCCN3CCOCC3)c(C)o2)c1	96	93	9	8	5	-3	-3	97
44	Cc1ccc(-n2ncc(Cl)c2C(=O)NCc2ccccc2)cc1	103	92	-10	-6	-3	-16	12	108
45	CC(C)C(=O)Nc1ccc(C(=O)CN2C(=O)NC3(CCOc4ccccc43)C2=O)cc1 (stereo not given)	96	103	nt	1	4	7	13	96
46	Cc1nc(N(C)C)c2sc(=S)n(-c3ccccc3)c2n1	97	99	10	-7	7	-1	1	103
47	Cc1ccc2sc3ccc(NC(=O)c4ccccc4Cl)cc3c(=O)c2c1	98	98	17	13	-1	-9	-9	98
48	COc1cc(CNC(=O)C2CC2)ccc1OCc1ccccc1	106	101	11	10	5	4	8	104
49	Cc1cccc(-n2c(C)cc(/C=C3\NC(=O)NC3=O)c2C)c1	93	110	-16	4	-11	-2	82*	94
50	COc1cc(/C=C2/SC(=O)N(CC(=O)N3CCCC3)C2=O)ccc1Oc1ccc([N+](=O)[O-])cn1	99	81	-6	-10	-1	5	2	108

Just procasp3 activ, RPL19A TOR yeast and LAP4-GFP MLPCN (three entries from above):
nr | molecule | procasp3 activ | RPL19A TOR yeast | LAP4-GFP MLPCN
31 | N#Cc1ccccc1Sc1ccccc1C(=O)NCC(c1ccco1)N1CCCCC1 (stereo not given) | 7 | 106 | 109
32 | O=C(/C=C/c1ccc2c(c1)OCO2)NCC1CCCO1 (stereo not given) | 1 | 101 | 97
33 | O=C(c1ccco1)N1CCN(CC(=O)N2c3ccccc3CCc3ccccc32)CC1 | -9 | 95 | 98

(listing goes on)
cpd	SMILES	MEP2-GFP yeast	LAP4-GFP MLPCN	EBNA-1 inhibitor	ZTA counter	procasp3 activ	procasp7 counter	AHR activator	RPL19A TOR yeast
51	CCc1cccc(C)c1NC(=O)CN(C)Cc1ccccc1F	112	91	-3	6	6	17	2	107
52	O=C(O)CSc1cccc2cccc(C(=O)O)c12	104	95	-17	-9	-3	-10	3	105
53	Nc1[nH]c(=S)nc2nc(-c3ccccc3)c(-c3ccccc3)nc12	102	100	-1	2	-7	-17	0	99
54	O=C(NCC(O)c1ccccc1)c1ccccc1 (stereo not given)	104	104	-3	2	-2	3	13	100
55	CC(NC(=O)C(Cc1ccccc1)n1cccc1)c1ccccc1 (stereo not given)	113	117	3	7	4	1	-1	97
56	Cc1ccc(S(=O)(=O)N2CCCCC2)cc1NC(=O)c1ccc(Br)o1	103	101	nt	-11	3	-11	1	100
57	COc1ccc(CCNc2cn[nH]c(=O)c2Cl)cc1OC	94	95	-1	3	0	-2	1	95
58	N#C/C(=C\c1ccncc1)c1nc2ccccc2c(=O)[nH]1	92	91	-9	0	-13	2	7	90
59	O=C(COc1ccc(C(=O)c2ccccc2)cc1)Nc1ncccc1O	93	102	-4	-1	5	-1	16	87
60	CCOC(=O)c1c(N)sc2c1CCC(C)C2 (stereo not given)	98	98	0	0	4	-15	21	102
61	COc1cccc(NC(=S)NCCCN2CCOCC2)c1	101	99	2	0	-4	-1	2	101
62	COc1cc(OC)c(S(=O)(=O)Nc2ccccc2NC(=O)CN2CCOCC2)cc1NC(C)=O	104	112	-2	18	5	8	0	106
63	Cc1ccc(-c2noc(-c3cccs3)n2)cc1	89	91	3	13	1	12	-5	104
64	Cc1nn(Cc2ccccc2Cl)c(C)c1C(=O)N1CCN(c2ccccc2)CC1	95	94	-1	-4	18	-2	1	95
65	CC(C)(C)NC(=O)COC(=O)CCC(=O)c1ccc(F)cc1	94	98	7	-1	1	-5	1	96
